NPC1 promoter act: qHTS Assay for NPC1 Promoter Activators; Huh7 NPC1 promoter luciferase reporter, 24 h; Potency, µM (highest dose often 9.22 µM), without a hit: at the top dose activation, most hits filed as activators; hit rate 2.4% among 320,000;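 further: potency means the concentration at half of the fitted maximal effect; % of control where 0% means no effect; nearly all actives have a fitted effect of over 60% in size; reporter is driven by a mutant NPC1 promoter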
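Readout is luciferase luminescence, reflecting NPC1 promoter activation in stably transfected Huh7 cells after 24 h compound exposure at 37 °C in reduced-serum medium with 10% FBS.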
p53 reactivator: qHTS assay for re-activators of p53 using a Luc reporter; H1299 p53-A138V BP100-luciferase reporter, luminescence, 24 h; Potency, µM (series often up to 92.2 µM), inactives show at the highest dose activity change, positive = activation, most hits filed as activators; hit rate 0.063% among 320,000; AID 504706, 2011; further: potency means the concentration at half of the fitted maximal effect; % of control where 0% means no effect; nearly all actives have a fitted effect of over 45% in size
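H1299 (p53-null), stable ts p53-A138V + BP100-Luc; 1000 cells/well, Opti-MEM/10% FBS; cpd 4 pt, 1:5; 24 h, 37 deg C, 5% CO2; detection reagent 10 min RT; luminescence.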
FLuc counter: qHTS profiling assay for firefly luciferase inhibitor/activator using purifed enzyme and Km concentrations of substrates (counterscreen for miR-21 project) | Luciferin 4-monooxygenase (Photinus pyralis), P08659 | purified FLuc, Km substrates, luminescence inhibition | Potency, µM (series often up to 57.5 µM), for inactives: top-dose activity change, negative = inhibition, hits mostly inhibitors | hit rate 6.9% among 360,000;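 further: potency means the concentration at half of the fitted maximal effect; plate controls were vehicle for no effect and reference inhibitor for full effect; nearly all actives have a fitted effect of over 55% in size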
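Purified P. pyralis luciferase, 10 nM final, with Km-level 10 uM D-luciferin and 10 uM ATP in 50 mM Tris acetate pH 7.5, 10 mM Mg acetate, 0.01% Tween-20, 0.05% BSA; 6-point qHTS titration about 60 µM downward; luminescence read.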
BRCA1 expr act: qHTS Assay to Identify Small Molecule Activators of BRCA1 Expression. MCF7-BRCA1-FFLuc reporter, luminescence, 48 h; response scale: scaled: vehicle 0%, 10 µM genistein 100%. Potency, µM (doses to about 46.1 µM), for the others: at the top dose activation, hits mostly activators. hit rate 1.1% among 380,000. AID 624202, 2012; further: potency means the concentration at half of the fitted maximal effect; nearly all actives have a fitted effect of over 80% in size; some results filed as inactive show a strong effect at the top dose
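Using MCF7 cells harboring a BRCA1 firefly luciferase reporter, plated 2 h before compound pinning, the screen measured luminescence after 48 h incubation. Responses were normalized to DMSO and 10 microM genistein, then fitted for concentration-effect.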
Menin MLL FP TR: qHTS Assay for Inhibitors Targeting the Menin-MLL Interaction in MLL Related Leukemias: Competition With Texas Red Labeled MLL-derived Mutant Peptide. O00255. Menin + Texas Red MLL mutant peptide, fluorescence polarization. Potency, µM (doses to about 61.6 µM), without a hit: at the top dose FP activity change, negative = inhibition, hits mostly inhibitors. hit rate 0.23% among 270,000. AID 1768, 2009; active means well fitted inhibition curve with a large enough effect in the polarisation, with a control signal flat, not every such curve was filed as active; inconclusive means small, poorly fitted or top-dose-only effect, or effect the other way, or a change in a side signal; inactive means no such curve, though single readings can be large or run the other way; the % refers to the polarisation; further: potency means the concentration at half of the fitted maximal effect; % of control where 0% means no effect; many of its hits are not listed in these tables
Target sequence (O00255 whole entry, looked up): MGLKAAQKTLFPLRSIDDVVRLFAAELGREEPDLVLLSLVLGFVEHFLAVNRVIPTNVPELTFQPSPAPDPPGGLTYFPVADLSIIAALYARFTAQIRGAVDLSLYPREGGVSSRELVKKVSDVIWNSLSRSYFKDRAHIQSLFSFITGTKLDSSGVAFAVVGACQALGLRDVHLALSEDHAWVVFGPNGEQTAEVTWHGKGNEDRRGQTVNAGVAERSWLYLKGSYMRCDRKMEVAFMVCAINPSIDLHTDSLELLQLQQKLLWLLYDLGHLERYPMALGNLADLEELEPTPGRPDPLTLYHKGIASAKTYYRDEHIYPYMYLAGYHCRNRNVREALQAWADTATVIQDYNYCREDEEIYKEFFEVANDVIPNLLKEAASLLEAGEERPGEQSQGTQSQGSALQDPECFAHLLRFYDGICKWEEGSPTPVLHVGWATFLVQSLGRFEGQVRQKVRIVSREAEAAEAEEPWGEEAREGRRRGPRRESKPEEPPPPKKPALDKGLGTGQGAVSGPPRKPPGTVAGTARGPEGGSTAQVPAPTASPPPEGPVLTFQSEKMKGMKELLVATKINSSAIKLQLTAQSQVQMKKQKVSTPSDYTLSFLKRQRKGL
PKM2 activator: qHTS Assay for Activators of Human Muscle isoform 2 Pyruvate Kinase. Pyruvate kinase PKM (Homo sapiens), P14618. purified PKM2, Kinase-Glo ATP luminescence, activation; response scale: 0% is enzyme alone, no compound. Potency, µM (doses to about 57.5 µM), inactives show top-dose activation, most hits filed as activators. hit rate 0.34% among 260,000; further: potency means the concentration at half of the fitted maximal effect; on the % scale 0 is the no-effect control and ±100 the full control effect; nearly all actives have a fitted effect of over 55% in size
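Purified hPK-M2 (>95% pure) converted ADP (0.1 mM final) to ATP with 0.5 mM PEP in 50 mM imidazole pH7.2, KCl, MgCl2, Tween 20, BSA; 1 h at room temperature. ATP detected by Kinase-Glo luminescence.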
Giardia kill: Small Molecules that selectively kill Giardia lamblia: qHTS; Giardia lamblia trophozoite viability; activity change, % at 7.66 µM, hits read low; hit rate 0.15% among 340,000; AID 540267, 2011; in the data active means activity change below about -80%; inconclusive means between about -30% and that limit;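 further: parasites exposed to compound for two days anaerobically before the ATP read; on the % scale 0 is the no-effect control and ±100 the full control effect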
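ATP-content bioluminescence gauges trophozoite survival. Cells (100/well) receive compound and incubate anaerobically for 48 hrs at 37 deg C; detection reagent follows for 15-30 min at room temperature.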
RORg inh: qHTS for inhibitors of ROR gamma transcriptional activity. Drosophila S2 Gal4-RORgamma UAS-luciferase reporter, 20 h. AID 2551, 2010. Potency, µM (series often up to 53.6 µM), inactives show at the top dose activity change, negative = inhibition, actives largely listed as inhibitors. hit rate 5.4% among 310,000; further: potency means the concentration at half of the fitted maximal effect; on the % scale 0 is the no-effect control and ±100 the full control effect; nearly all actives have a fitted effect of over 60% in size
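Stably transfected Drosophila Schneider cells are the test system, with ROR gamma fused to Gal4 and luciferase under UAS control; luminescence is read after 20 hr of 700 uM copper sulfate induction at ambient temperature.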
VP16 counter: VP16 counterscreen qHTS for inhibitors of ROR gamma transcriptional activity | hit rate 3.5% among 310,000 | Drosophila S2 Gal4-VP16 UAS-luciferase, luminescence, 20 h | Potency, µM (highest dose often 53.6 µM), for inactives: at the highest dose activity, negative = inhibition, hits mostly inhibitors;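 further: Gal4-VP16 expression switched on by copper sulfate through the metallothionein promoter; potency means the concentration at half of the fitted maximal effect; on the % scale 0 is the no-effect control and ±100 the full control effect; nearly all actives have a fitted effect of over 50% in size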
ELG1 genotox: qHTS screen for small molecules that induce genotoxicity in human embryonic kidney (HEK293T) cells expressing luciferase-tagged ELG1; Potency, µM (highest dose often 46 µM), for the others: top-dose activity change, positive = activation, most hits filed as activators; HEK293T ELG1-luciferase reporter, luminescence, 16 h; AID 504466, 2011; hit rate 1.3% among 330,000; further: potency means the concentration at half of the fitted maximal effect; % of control where 0% means no effect; nearly all actives have a fitted effect of over 60% in size
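DMSO vehicle served as control against compound-treated ELG1-luciferase HEK293T cells; exposure lasted 16 hr at 37 °C and 5% CO2, followed by ONE-Glo luminescence detection after 30 min.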
Rab9 promoter act: qHTS Assay for Rab9 Promoter Activators | AID 485297, 2010 | hit rate 2.8% among 320,000 | Potency, µM (titrated, usually from 9.22 µM), for inactives: at the top dose activation, negative = inhibition, hits mostly activators | Huh7 Rab9 promoter-luciferase reporter, luminescence, 24 h; further: potency means the concentration at half of the fitted maximal effect; % of control where 0% means no effect; nearly all actives have a fitted effect of over 60% in size
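Cell-based reporter: Huh7 stable for Rab9 promoter-driven luciferase, plated in reduced-serum medium with 10% FBS at 1500 cells/well, compound-treated 24 h at 37 °C, luminescence read after 10 min reagent.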
The depositor's hits bear a star; ? = inconclusive; · = not tested or not shown; & = joins results of further samples; [ ] = remark or other dose. Unless noted, the call rests on the fitted dose curve; in most records, active means well fitted curve in the direction sought with a large enough effect; inconclusive means small, poorly fitted or top-dose-only effect, or another doubt; inactive means no such curve, though single readings can be large; an effect the other way counts as inactive or inconclusive.

Value order: NPC1 promoter act | p53 reactivator | FLuc counter | BRCA1 expr act | Menin MLL FP TR | PKM2 activator | Giardia kill | RORg inh | VP16 counter | ELG1 genotox | Rab9 promoter act
CC(=O)Nc1cccc(NC(=O)CS(=O)(=O)c2cn(CC(=O)N3CCCC3)c3ccccc23)c1
  -6% | 15% | 5% | 2% | · | · | 8 | -10% | -14% | 7% | 1%
CCOC(=O)C(C(=O)NCc1ccc(F)cc1)c1ncc(C(F)(F)F)cc1Cl (stereo not drawn)
  0% | ? | 0% | -10% | -10% | -20% | -4 | ? | ? | -4% | 9%
COc1ccc(NC(=O)c2cc3ccccn3n2)cc1
  1µM* | 37% | 2.1µM* | 34% | 10% | -35% | ? | ? | ? | 1.2µM* | ?
O=C(CSC1CC(=O)N(CCc2ccccc2)C1=O)Nc1cccc(Cl)c1 (stereo not drawn)
  25% | -35%[inhibitor] | -11% | -7% | 1% | 11% | 2 | -25% | ? | -1% | 1%
CC1(C)C(C=C(Cl)Cl)C1C(=O)OCc1cccc(Oc2ccccc2)c1 (stereo not drawn)
  2% | 5% | -6% | 0% | 0% | · | ? | -5% | 6% | -7% | -5%
CN(CC(=O)Nc1cccc(F)c1)C(=O)c1cccc2ccccc12
  -6% | -4% | ? | 0% | · | · | 1 | · | · | 0% | 2%
CCCn1cc(CN2CCCC(C(=O)c3ccc4c(c3)OCO4)C2)c(C)n1 (stereo not drawn)
  -2% | 7% | -2% | -4% | -2% | · | ? | -8% | -1% | 0% | 3%
O=C(CS(=O)(=O)c1ccccc1)NCc1ccccc1
  0% | 5% | 2% | 3% | 0% | 0% | -17 | -9% | -2% | 4% | 5%
CC(=O)Nc1cc2nc(C)n(Cc3ccc([N+](=O)[O-])cc3)c2nc1C
  -4% | -2% | 0% | 16% | -1% | 1%[11.5 µM] | -15 | 0% | -3% | -2% | 0%
COc1ccccc1NC(NC(=O)c1cccnc1)C(Cl)(Cl)Cl (stereo not drawn)
  -3% | -3% | 4% | -10% | 3% | 1% | -2 | 36% | -2% | -10% | 1%
COC(=O)c1cc(COC(=O)COc2ccc(C)c(C)c2)oc1C
  8% | 8% | -3% | -21% | 17% | 3% | -13 | -16% | -3% | 0% | -8%
CCC(CC)C(=O)Nc1c2c(nn1-c1ccc(F)cc1)CS(=O)(=O)C2
  -3% | -2% | 0% | -4% | 10% | · | -5 | 6% | 2% | -3% | -4%
CCOc1ccc(NS(=O)(=O)c2cccc(C(=O)NCC3(N(C)C)CCCCC3)c2)cc1
  3% | 3% | 2% | -26% | · | · | -3 | · | · | 2% | 0%
Cc1cc(C(=O)NNC(=O)c2nn(C)c(=O)c3ccccc23)c(C)o1
  -3% | -2% | 0% | -25% | -11% | 3% | -3 | -7% | -12% | -2% | 4%
O=C(COC(=O)/C=C/c1cccc(Cl)c1)Nc1ccccc1-c1ccccc1
  -3% | 0% | -1% | · | -8% | 0% | · | 2% | -3% | -1% | -6%
C1CN(c2nc3nonc3nc2N2CCOCC2)CCO1
  2% | 4% | 5% | · | 8% | 2% | · | -2% | -11% | -3% | 4%
COc1ccc(OC(C)C(=O)NCCc2nc3ccccc3[nH]2)cc1 (stereo not drawn)
  -8% | -15% | -1% | -17% | -14% | 7% | -3 | 27% | -2% | 0% | 2%
Cc1cccc(C)c1OC(=O)CN(c1ccc(Cl)cc1)S(C)(=O)=O
  2% | 0% | 2% | -22% | -4% | 0% | 7 | -8% | -14% | -2% | -1%
CN(C)c1c2ccccc2nc2c(F)c(F)c(F)c(F)c12
  -19% | 14% | 2% | -69% | -6% | 1% | 17 | -9% | -7% | 1% | -4%
COc1cc(NC(=O)C2CCC(CNS(=O)(=O)c3csc(C(N)=O)c3)CC2)cc(OC)c1 (stereo not drawn)
  -4% | -6% | -1% | -29% | 28% | 5%[0.46 µM] | ? | 1% | -1% | 8% | 1%
CSC[C@H](NC(=O)Cc1c(C)c2cc3c(C)c(C)oc3cc2oc1=O)C(=O)N[C@@H](Cc1ccccc1)C(=O)O
  -1% | 10% | ? | -13% | 1% | -7% | 7 | -9% | -1% | 5% | -2%
CCSc1nc(=S)n(Cc2ccccc2)c(C)c1C(C)=O
  -4% | -6% | 0% | -31% | 6% | 6% | -10 | -7% | -2% | -3% | -3%
COc1ccc(C(=O)N(C)Cc2ccc(C)o2)cc1OC1CCN(C(C)=O)CC1
  1% | 2% | -1% | -23% | -1% | 8% | 1 | -25% | 23% | 2% | 12%
CCN(CC(=O)Nc1c(F)cccc1F)C(=O)CC1CCCCC1
  -3% | -2% | 3% | -16% | · | · | -4 | · | · | 0% | -3%
O=c1[nH]c(/C=C/c2cccnc2)c([N+](=O)[O-])c(=O)[nH]1
  -1% | -2% | -10% | 0% | 42%[activator] | 1% | -12 | -1% | 4% | -1% | -4%
Cc1cc(NC(=O)CSc2nc(-c3ccccc3)cs2)no1
  4% | ? | 0% | 1% | -17% | 1% | -7 | -9% | 13% | -6% | -8%
COc1ccc(OCC(=O)c2c(O)c3ccccc3oc2=O)cc1
  0% | 7% | 17µM* | 12% | -24% | 2% | -16 | -8% | 4% | 9% | 2%
O=C(O)CC(NC(=O)C(c1ccccc1)c1ccccc1)c1ccc(F)cc1 (stereo not drawn)
  -6% | -2% | ? | -5% | -1% | 2% | 1 | 5% | -10% | 1% | 3%
O=C(Nc1ccc(Cl)c(Cl)c1)C1=Cc2ccccc2OC1
  ? | ? | 11µM* | ? | ? | 7% | -17 | 36% | -14% | ? | 2.5µM*
CC(=O)c1ccc(NC(=O)CCc2ccc(C)o2)cc1
  14% | · | -1% | 44% | 5% | 0%[11.5 µM] | 23 | 31% | 19% | 6% | 11%
CCCCc1ccc(NC(=O)CN2C(=O)NC(Cc3ccccc3)C2=O)cc1 (stereo not drawn)
  -11% | 4% | 1% | 17% | · | · | 53[activator] | · | · | 11% | 5%
CCOC(=O)C1CCN(C(=O)CSC2=NCCS2)CC1
  8% | 18% | -5% | -4% | 1% | -3% | -16 | 5% | 1% | -3% | 8%
Cc1ccc(C(=O)N/N=C/c2ccoc2)cc1C
  ? | -3% | 27µM* | 85% | 0% | -1% | 23 | 13µM* | ? | ? | ?
Cc1cccc(-n2nc3c(c2NC(=O)c2ccco2)CS(=O)(=O)C3)c1C
  0% | -2% | 4% | -5% | 2% | -2% | -10 | -3% | 1% | 8% | 1%
CC(=O)c1ccc(NC(=O)Nc2ccc(Cl)cc2)cc1
  1.4µM* | ? | 12µM* | ? | ? | -12% | -23 | 60% | 8% | 2.1µM* | 1.4µM*
Cc1cc(N/N=C/c2ccc(O)cc2O)nc(N2CCOCC2)n1
  -3% | -1% | 7.6µM* | 1% | · | -4% | -3 | 28% | 0% | 4% | -4%
CC(=O)N1c2ccc(S(=O)(=O)N3CCC(C(=O)N4CCN(c5ccc(Cl)cc5)CC4)CC3)cc2CC1C (stereo not drawn)
  -9% | -8% | 0% | -26% | · | · | -28 | ? | -9% | -6% | -10%
CC(=O)N1CCCc2cc(S(=O)(=O)N3CCCC(C(=O)NCc4ccc(C)cc4)C3)ccc21 (stereo not drawn)
  -1% | -9% | 0%&-1% | -12% | -4% | -1% | 6 | -2% | 2% | -4% | -12%

A portion of the library (hit frequency here may not be typical).
